Screens (PubChem BioAssay)
XBP1 UPR activ: activators of adaptive XBP1 UPR arm, primary screen, cell-based, CHO-XBP1 luciferase reporter, luminescence, uHTS | activation, % at 20 µM | IRE1-XBP1 UPR activation; percent of tunicamycin response, DMSO as zero | AID 463104, 2010 | 0.33% of 330,000 active;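 active = versus positive control, 20 µM dose yields 30% or more activation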;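 also: 100% = tunicamycin at 10 µg/mL and 0% = DMSO only wells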
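assay system = CHO-XBP1 luciferase reporter cells | amount = 1000 cells/well | buffer or medium = F12 plus 10% FBS | compound dosing = single point, 20 µM final compound, 1% DMSO | incubation = 16-18 h cell attachment at 37 °C, then 6 h compound exposure | detection = Steady-Glo luminescence read | controls = tunicamycin 10 µg/mL and vehicle-only wells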
Jurkat NFkB inh: inhibitors of induced NF-kB luciferase reporter, primary screen, TCR NF-kB activation inhibitor project, cell-based, luminescence, uHTS. inhibition, % at 4 µM. Jurkat, PMA/ionomycin-induced NF-kB luciferase reporter. 0.53% of 330,000 active; in the data active = inhibition above about 50%
EBI2 antag: EBI2 receptor antagonists, beta-arrestin recruitment, primary screen, cell-based, luminescence, 7a,25-OHC stimulation, uHTS; inhibition, % at 5 µM; 7a,25-OHC stimulated; 0.81% of 360,000 active; in the data active = inhibition above about 38%;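 also: enzyme fragment complementation signal reports receptor beta-arrestin coupling in cells; 0% = agonist plus DMSO wells and 100% = wells without agonist; some results beyond the cut were filed as inactive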
Target sequence (P32249 whole entry, looked up, the tested form may be a part): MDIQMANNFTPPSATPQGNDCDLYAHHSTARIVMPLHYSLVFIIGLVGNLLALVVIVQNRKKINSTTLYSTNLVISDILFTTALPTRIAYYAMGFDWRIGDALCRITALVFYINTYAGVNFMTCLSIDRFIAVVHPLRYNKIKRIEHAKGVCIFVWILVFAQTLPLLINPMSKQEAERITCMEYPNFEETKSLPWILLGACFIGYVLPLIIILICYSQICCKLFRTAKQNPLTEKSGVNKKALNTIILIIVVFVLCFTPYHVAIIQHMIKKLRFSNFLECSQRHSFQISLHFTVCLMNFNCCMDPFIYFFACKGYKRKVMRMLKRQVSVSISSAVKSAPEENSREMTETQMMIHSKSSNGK
Gli-Sufu block: Gli-Sufu pathway antagonists, primary screen, luciferase luminescence, Sufu-KO-LIGHT cells, uHTS; inhibition, % at 5 µM; 0.74% of 340,000 active; Sufu-KO-LIGHT fibroblasts, Gli luciferase reporter luminescence;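 active = inhibition above about 55%, limit read from the data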;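 also: 0% = DMSO-treated cells and 100% = wells with medium but no cells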
CXCR6 block: CXCR6 receptor inhibitors, primary screen, cell-based, beta-arrestin, luminescence, CHO-K1 PathHunter, 1536-well. C-X-C chemokine receptor type 6 (Homo sapiens), O00574. inhibition, % at 20 µM. 0.36% of 360,000 active. AID 602244, 2012; in the data active = inhibition above about 34%, passing the limit was not always enough;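 also: antagonist mode with CXCL16 agonist at 10 nM final; 0% = 10 nM CXCL16 with DMSO and 100% = unstimulated wells without agonist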
CCR6 antag: CCR6 receptor antagonists, primary screen, cell-based, CHO-K1, luminescence, beta-arrestin, uHTS. C-C chemokine receptor type 6 (Homo sapiens), P51684. CHO-K1 CCR6 PathHunter beta-arrestin, CCL20-stimulated. inhibition, % at 20 µM. 0.49% of 340,000 active;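 active = compounds whose inhibition of the agonist-driven luminescence signal at 20 µM reaches about 50%, limit read from the data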;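 also: cells stimulated with CCL20 at 14 nM final; plate controls were DMSO with CCL20 for no effect and DMSO without agonist for full effect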
Target sequence (P51684 whole entry, looked up): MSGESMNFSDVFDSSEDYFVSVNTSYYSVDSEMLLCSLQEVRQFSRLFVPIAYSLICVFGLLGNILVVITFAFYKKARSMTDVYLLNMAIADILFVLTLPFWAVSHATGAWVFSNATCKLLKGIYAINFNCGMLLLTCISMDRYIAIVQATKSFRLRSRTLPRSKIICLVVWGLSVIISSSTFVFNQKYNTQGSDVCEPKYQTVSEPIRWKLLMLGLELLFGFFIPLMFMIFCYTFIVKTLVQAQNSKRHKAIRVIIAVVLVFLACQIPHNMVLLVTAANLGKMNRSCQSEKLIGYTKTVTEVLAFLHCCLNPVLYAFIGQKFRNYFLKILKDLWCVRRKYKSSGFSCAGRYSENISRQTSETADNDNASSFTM
697 NFkB inh: inhibitors of PMA/ionomycin-induced NF-kB reporter, 697 cells, primary screen, B-cell NF-kB inhibitor project, cell-based, luminescence, uHTS; 697 B-cell NF-kB luciferase reporter, 16 h; inhibition, % at 4 µM; 0.33% of 330,000 active; in the data active = inhibition above about 35%
Mdm2-MdmX inh: inhibitors of human Mdm2-MdmX association, primary screen, cell-based, luminescence, split luciferase, SaOS-2, uHTS; inhibition, % at 8 µM; SaOS-2 split-luciferase Mdm2/MdmX complementation; 3% of 330,000 active;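 active = inhibition of at least 50% at 8 µM in the primary screen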
CHOP UPR activ: activators of apoptotic CHOP UPR arm, primary screen, cell-based, CHO-CHOP luciferase reporter, luminescence, uHTS. UPR activation; percent of tunicamycin response over DMSO baseline. activation, % at 10 µM. 0.34% of 330,000 active;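 active = at 10 µM dose, activation of 40% or more, normalized to positive control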;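 also: 100% = tunicamycin at 10 µg/mL and 0% = DMSO alone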
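System: CHO-CHOP luciferase reporter cell line | Buffer or medium: F12 medium containing 10% fetal bovine serum | Doses: One dose, 10 µM in 0.5% DMSO | Times: 6 h compound exposure at 37 °C after overnight seeding | Signal: Luciferase luminescence | Read-out: % activation vs tunicamycin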
Active calls of the source: *; . = no result given.

Labels used below: A = XBP1 UPR activ; B = Jurkat NFkB inh; C = EBI2 antag; D = Gli-Sufu block; E = CXCR6 block; F = CCR6 antag; G = 697 NFkB inh; H = Mdm2-MdmX inh; I = CHOP UPR activ
Cc1nn(C)cc1CN(C)Cc1c(C(=O)N(C)Cc2ccccc2)nc2ccccn12
  A = -1	B = 4	C = -4	D = 13	E = -2	F = 9	G = -5	H = 16	I = -0.7

N/C(=N\OC(=O)c1ccc(Cl)cc1Cl)c1ccccc1
  A = -3	B = -195	C = 5	D = -55	E = -5	F = -1	G = -292	H = -35	I = -4.9

COc1ccccc1N1CCN(/N=C/C=C\c2ccco2)CC1
  A = -4	B = -82	C = 2	D = -79	E = 1	F = -5	G = -109	H = -60	I = 3.0

COC(=O)c1cc(=O)c2ccc(OC)cc2o1
  A = .	B = .	C = -12	D = -2	E = -2	F = 4	G = .	H = .	I = .

COc1ccc(N/N=C(\C#N)C(N)=O)cc1
  A = -2	B = 6	C = 6	D = -1	E = 8	F = 19	G = 7	H = -9	I = 2.2

COc1ccc(N2CCN(C(=O)C(Cc3ccccc3)n3cccc3)CC2)cc1 (stereo not drawn)
  A = -3	B = 2	C = 2	D = 5	E = 3	F = 13	G = 5	H = 13	I = 2.2

COc1cc(C)nc(SCC(N)=O)n1
  A = -6	B = -13	C = -10	D = -6	E = 10	F = -4	G = 2	H = -23	I = -1.5

COCCN1C(=O)C(=O)/C(=C(/O)c2ccc(S(=O)(=O)N3CCOCC3)cc2)C1c1cccc(OC)c1 (stereo not drawn)
  A = -3	B = -5	C = 6	D = -15	E = 4	F = 6	G = -15	H = 10	I = 1.7

COc1cc(-c2nc3ccccc3s2)ccc1O
  A = 5	B = -83	C = -4	D = -36	E = -7	F = 5	G = -125	H = -121	I = 4.9

CNC(=O)[C@H](C)[C@@H]1C[C@@]1(C)[C@@H](NC(=O)OCc1ccccc1)c1ccccc1
  A = 0	B = 10	C = -5	D = -7	E = 1	F = -4	G = 1	H = 21	I = -1.9

Cc1cccc(Nc2ncccc2C(=O)O)c1C
  A = 1	B = 0	C = -3	D = -2	E = -6	F = 6	G = 1	H = -13	I = -1.6

CC12CN(NC(=O)c3ccccc3F)C3(C#N)CC1CCC23C (stereo not drawn)
  A = 4	B = 0	C = 5	D = 0	E = -8	F = -3	G = 24	H = 34	I = -2.4

CCOc1ccc(C(=O)NC(=S)NCc2cccnc2)cc1
  A = 0	B = -5	C = -3	D = -3	E = -7	F = 12	G = -3	H = 8	I = 1.6

CCc1noc(C)c1C(=O)NNC(=O)c1ccccc1
  A = 3	B = -1	C = -3	D = -21	E = 0	F = 1	G = -4	H = 10	I = 2.2

O=C(CN1C(=O)CCC1=O)Nc1nc(-c2ccc3ccccc3c2)cs1
  A = 7	B = -21	C = 9	D = -32	E = -21	F = -4	G = -41	H = -3	I = 2.0

Whole records from above:
Cc1nn(C)cc1CN(C)Cc1c(C(=O)N(C)Cc2ccccc2)nc2ccccn12 is listed as XBP1 UPR activ: -1; Jurkat NFkB inh: 4; EBI2 antag: -4; Gli-Sufu block: 13; CXCR6 block: -2; CCR6 antag: 9; 697 NFkB inh: -5; Mdm2-MdmX inh: 16; CHOP UPR activ: -0.7
CCc1noc(C)c1C(=O)NNC(=O)c1ccccc1 is listed as XBP1 UPR activ: 3; Jurkat NFkB inh: -1; EBI2 antag: -3; Gli-Sufu block: -21; CXCR6 block: 0; CCR6 antag: 1; 697 NFkB inh: -4; Mdm2-MdmX inh: 10; CHOP UPR activ: 2.2

Returning to the listing, repeating the 2 entries before the break.
Labels used below: A = XBP1 UPR activ; B = Jurkat NFkB inh; C = EBI2 antag; D = Gli-Sufu block; E = CXCR6 block; F = CCR6 antag; G = 697 NFkB inh; H = Mdm2-MdmX inh; I = CHOP UPR activ
CCc1noc(C)c1C(=O)NNC(=O)c1ccccc1
  A = 3	B = -1	C = -3	D = -21	E = 0	F = 1	G = -4	H = 10	I = 2.2

O=C(CN1C(=O)CCC1=O)Nc1nc(-c2ccc3ccccc3c2)cs1
  A = 7	B = -21	C = 9	D = -32	E = -21	F = -4	G = -41	H = -3	I = 2.0

COc1ccccc1CNC(=O)c1ccc(CS(=O)(=O)c2ccccc2OC)o1
  A = -3	B = -13	C = -11	D = -30	E = -1	F = 6	G = 16	H = 12	I = -1.6

CCN(C(=O)CSc1nnc(-c2c[nH]c3ccccc23)o1)C1CCS(=O)(=O)C1 (stereo not drawn)
  A = 1	B = -3	C = -7	D = -10	E = 3	F = 11	G = 1	H = -9	I = 0.9

CCc1ccc(NC(=O)CCC(=O)c2ccc(C)cc2)cc1
  A = -2	B = -6	C = -3	D = 6	E = -14	F = 16	G = 12	H = -2	I = -0.4

CC1(C)N([O-])C2=C(CCCC2)[N+]1=O
  A = 2	B = -18	C = -9	D = -4	E = -26	F = -5	G = -5	H = 14	I = -0.4

COc1ccc(N(C(=O)CNC(=O)c2ccco2)C(C(=O)NCC2CCCO2)c2ccccc2)cc1OC (stereo not drawn)
  A = 0	B = 9	C = 0	D = 26	E = 2	F = 13	G = 7	H = 14	I = -0.4

COc1ccc(/C=N/NC(=O)CCCC(=O)NC2CCCCC2)cc1
  A = 1	B = 0	C = -4	D = -2	E = 4	F = 17	G = 14	H = 6	I = -0.1

COc1ccc(-n2nc3c(N4CCC(C(=O)NCc5ccccc5C)CC4)nnc(C)c3c2C)cc1
  A = -2	B = 2	C = 19	D = 1	E = 12	F = 51*	G = -50	H = 100*	I = 4.6

O=C(COC(=O)c1cc[n+]([O-])cc1)Nc1ccc(Cl)cc1C(F)(F)F
  A = 2	B = 3	C = 9	D = -5	E = 6	F = 10	G = 2	H = 4	I = -1.5

CCCCCCNC(=O)CCc1nc2cccnc2n1Cc1ccc(OC)cc1
  A = -4	B = -3	C = 4	D = 6	E = 1	F = 11	G = 5	H = -12	I = -0.3

O=C(N/N=C/c1cccnc1)c1ccc2c(c1)OCO2
  A = -4	B = -38	C = 0	D = -27	E = -2	F = 2	G = -7	H = -10	I = 3.6

O=C(c1cnn2c(C(F)F)cc(-c3ccccc3)nc12)N1CCCc2ccccc21
  A = 2	B = 2	C = 34	D = 4	E = 8	F = 11	G = 11	H = -19	I = 0.3

O=C(O)CCn1ccc2cc(S(=O)(=O)N3CCCCCC3)ccc21
  A = -6	B = -11	C = 6	D = 29	E = 1	F = 8	G = -40	H = -41	I = -1.5

O=C(Cc1n[nH]c(=O)c2ccccc12)Nc1cccc(S(=O)(=O)N2CCCC2)c1
  A = -2	B = 1	C = -2	D = -6	E = -8	F = 10	G = 0	H = -14	I = -1.0

CCN(CC)C(=O)c1c(NC(=O)c2ccccc2)sc(C)c1C
  A = -2	B = -2	C = -12	D = 5	E = 0	F = 4	G = -2	H = -1	I = -2.5

CCN(CC(=O)Nc1c(F)cccc1F)C(=O)c1ccc(=O)[nH]c1
  A = 0	B = 2	C = -14	D = -16	E = -5	F = 5	G = -5	H = 19	I = 0.3

Nc1sc2c([n+]1CCCS(=O)(=O)[O-])CCCC2
  A = 1	B = -21	C = 1	D = -2	E = -4	F = 20	G = -15	H = 18	I = -1.7

O=C(Nc1cccc2c1N(C(=O)c1ccco1)CCC2)c1ccco1
  A = 0	B = -14	C = 6	D = -1	E = 0	F = 1	G = 0	H = 8	I = -0.3

O=C(CCn1nc(-c2ccccc2)c2ccccc2c1=O)Nc1cccnc1
  A = 0	B = 14	C = -6	D = 8	E = -5	F = 9	G = 14	H = 7	I = 0.2

CCOc1ccc(NC(=O)CS(=O)(=O)c2cn(CC)c3ccccc23)cc1
  A = -3	B = 3	C = -7	D = 46	E = -2	F = 2	G = 0	H = 9	I = 0.7

CC1=CC2=NC(=O)CC(C)(C(=O)N(CC(=O)NC(C)C)C3CCCC3)N2C=C1 (stereo not drawn)
  A = -1	B = -2	C = .	D = .	E = .	F = .	G = 3	H = 4	I = -0.7

COC(=O)c1ccc(NC(=O)N2CCOCC2)cc1
  A = 0	B = -9	C = 1	D = -2	E = -6	F = -5	G = -6	H = 22	I = -1.8

Cc1ccc(-n2c(SCC(=O)NCc3ccco3)nnc2-c2cccnc2)cc1
  A = -2	B = 1	C = 1	D = 3	E = 3	F = 3	G = 1	H = 3	I = 0.8

CCCNC(=O)c1ccccc1NC(=O)c1ccc(CSc2ccccc2)cc1
  A = 1	B = 9	C = 31	D = 8	E = 8	F = 16	G = 8	H = 46	I = 0.7

CCOc1ccc(NC(=O)C2CCN(C(=O)N3CCOc4ccccc43)CC2)cc1
  A = 2	B = 10	C = 1	D = 1	E = -2	F = 6	G = 29	H = 14	I = -0.3

O=C(COc1cccc(F)c1)NNC(=O)c1cccc(-n2cccc2)c1
  A = 0	B = 0	C = -12	D = 13	E = -5	F = 7	G = -19	H = 15	I = -1.1

CCc1nnc(NC(=O)Cc2sc(C)nc2-c2ccc(C)cc2)s1
  A = -1	B = 2	C = 6	D = 6	E = -4	F = 8	G = 13	H = 27	I = 1.2

CC(C)C(NC(=O)OC(C)(C)C)C(=O)NC(CCC(=O)OCc1ccccc1)C(N)=O (stereo not drawn)
  A = 0	B = 9	C = -2	D = 8	E = -1	F = 7	G = 7	H = 20	I = -0.4

Cc1cc(=O)nc2c3ccccc3n(C(C)C(=O)Nc3cc(F)ccc3F)n12 (stereo not drawn)
  A = -4	B = 11	C = -4	D = -8	E = -4	F = 12	G = 13	H = 47	I = 1.6

O=C(CC1C(=O)NCCN1Cc1cccc(C(F)(F)F)c1)NC1CCCCCC1 (stereo not drawn)
  A = -4	B = -2	C = 7	D = 3	E = 0	F = 20	G = 3	H = 21	I = 3.6

CC(=O)N/C(=C\c1ccccc1)C(=O)N1CCOCC1
  A = 0	B = 5	C = 16	D = -9	E = 3	F = 6	G = -16	H = -4	I = 0.3

Cc1nn(C)c(=O)n1-c1ccc(OCc2ccccc2)cc1
  A = -1	B = -49	C = -1	D = -57	E = 1	F = -5	G = -41	H = -8	I = 4.9

CC1Cc2cc(S(=O)(=O)N3CCCCC3C)ccc2N1C(=O)C1CCC1 (stereo not drawn)
  A = 0	B = 11	C = -10	D = 7	E = 6	F = 15	G = -36	H = 21	I = -2.0

Cc1ccc(C(=O)COC(=O)CCC(=O)NC2CCCCC2)cc1[N+](=O)[O-]
  A = -1	B = -9	C = -1	D = -29	E = 22	F = 27	G = 0	H = -30	I = 2.3

Not a hit list; overall some 5% were active at least once.
